LMNA splice mod: modulators of lamin A splicing; HeLa LMNA splicing GFP/RFP minigene ratio, 48 h; Potency, µM (highest dose often 46.1 µM), inactives show at the highest dose ratio change, negative = inhibition, actives largely listed as inhibitors; 200,000 compounds, 0.01% hits; active means well fitted inhibition curve with a large enough effect in the signal ratio, with a control signal flat, not every such curve was filed as active; inconclusive means small, poorly fitted or top-dose-only effect, or effect the other way, or a change in a side signal; the % refers to the signal ratio; further: potency means the concentration at half of the fitted maximal effect; on the % scale 0 is the no-effect control and ±100 the full control effect
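Read-out is the ratio of GFP to DsRed2 object intensity, acquired by 488 nm laser-scanning cytometry on HeLa lamin A-EGFP minigene reporter cells. Compound incubation 48 hrs at 37 °C in Opti-MEM with 2% FBS; DMSO 0.5% final.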
Epigenetic reg: regulators of epigenetic silencing causing reporter derepression in mouse cells; Potency, µM (titrated, usually from 53.9 µM), for the others: at the highest dose GFP activation, actives largely listed as activators; murine LDR cells, GFP reporter derepression, 30 h; 280,000 compounds, 0.2% hits; further: potency means the concentration at half of the fitted maximal effect; % of control where 0% means no effect; nearly all actives have a fitted effect of over 60% in size
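Murine LDR cells carrying a silenced, genomically integrated CMV-driven GFP reporter were exposed to compound for 30 hours at 37 C. After PBS washes, GFP-positive cells (20–120 um objects) were counted by laser-scanning microplate cytometry.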
IMPase Li cell: membrane-permeable IMPase blocker, potentiated with lithium; Potency, µM (highest dose often 59.4 µM), for the others: top-dose activity, negative = IMPase inhibition, most hits filed as inhibitors; CHO-M1 cells, IP1 TR-FRET (IP-One), carbachol + lithium; AID 1457; 210,000 compounds, 0.35% hits;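 further: IP1 builds up when IMPase is blocked and the TR-FRET signal falls; potency means the concentration at half of the fitted maximal effect; plate controls were basal vehicle for no effect and high inhibitor control for full effect; nearly all actives have a fitted effect of over 50% in size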
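CHO cells stably expressing M1 receptor (2000/well, cultured 16–30 h) treated 30 min at 37C with compound plus low lithium. Cytosolic IP1 by TR-FRET (665/620 ratio and 620 channel) after 10 min lysis; AC50 by Hill fit.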
KinaseGlo FLuc: Kinase-Glo luciferase inhibition (counter-screen); Q27757; Kinase-Glo luciferase, ATP luminescence, 8 min; Potency, µM (doses to about 38.3 µM), inactives show top-dose activity change, negative = inhibition, hits mostly inhibitors; 200,000 compounds, 0.28% hits; further: potency means the concentration at half of the fitted maximal effect; on the % scale 0 is the no-effect control and ±100 the full control effect; nearly all actives have a fitted effect of over 60% in size
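Compounds were added to a substrate mix at pH 7.2 (50 mM imidazole, 10 uM ATP, within the enzyme's linear range), followed by Kinase-Glo detection reagent; luminescence was measured after 8 minutes at ambient temperature.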
NPSR antag: antagonists of human neuropeptide S receptor cAMP signaling; 220,000 compounds, 1% hits; CHO-NPSR cells, cAMP TR-FRET, antagonist mode; Potency, µM (doses to about 38.3 µM), for the others: at the top dose activity change, negative = inhibition, most hits filed as inhibitors; further: potency means the concentration at half of the fitted maximal effect; on the % scale 0 is the no-effect control and ±100 the full control effect; nearly all actives have a fitted effect of over 50% in size; many of its hits are not listed in these tables
Target sequence (Q6W5P4 whole entry, looked up): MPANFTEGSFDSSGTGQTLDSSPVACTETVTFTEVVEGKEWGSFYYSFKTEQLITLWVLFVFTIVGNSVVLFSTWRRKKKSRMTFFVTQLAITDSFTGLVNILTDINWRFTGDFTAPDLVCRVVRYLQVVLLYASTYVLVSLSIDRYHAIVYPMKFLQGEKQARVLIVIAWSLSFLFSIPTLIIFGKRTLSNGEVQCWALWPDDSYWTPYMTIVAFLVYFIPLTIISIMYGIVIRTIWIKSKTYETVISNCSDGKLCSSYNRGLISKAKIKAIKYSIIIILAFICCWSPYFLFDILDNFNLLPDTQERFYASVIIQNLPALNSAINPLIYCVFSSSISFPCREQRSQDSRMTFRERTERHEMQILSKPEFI
HTT aggregate: reduces HttQ103-GFP aggregates in PC12 cells. PC12 HttQ103-GFP aggregates, Acumen cytometry, 40 h. Potency, µM (top dose mostly 46.1 µM), inactives show at the top dose activity change, negative = inhibition, actives largely listed as inhibitors. 220,000 compounds, 1.1% hits. AID 1688; further: potency means the concentration at half of the fitted maximal effect; on the % scale 0 is the no-effect control and ±100 the full control effect; nearly all actives have a fitted effect of over 60% in size
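Using laser scanning cytometry, GFP-positive aggregates were counted after lysis of PC12 cells induced with 100 nM tebufenozide to express HTT exon 1 Q103–GFP. Compounds were tested in titration.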
CBFb RUNX1 block: CBF-beta/RUNX1 interaction disruption; Q01196+Q13951; AlphaScreen CBFb-His/RUNX1-biotin binding, biochemical; Potency, µM (highest dose often 59.8 µM), for the others: top-dose activity, negative = inhibition, actives largely listed as inhibitors; 230,000 tested, under 10 active; further: % of control where 0% means no effect
Target sequence (Q01196 whole entry, looked up): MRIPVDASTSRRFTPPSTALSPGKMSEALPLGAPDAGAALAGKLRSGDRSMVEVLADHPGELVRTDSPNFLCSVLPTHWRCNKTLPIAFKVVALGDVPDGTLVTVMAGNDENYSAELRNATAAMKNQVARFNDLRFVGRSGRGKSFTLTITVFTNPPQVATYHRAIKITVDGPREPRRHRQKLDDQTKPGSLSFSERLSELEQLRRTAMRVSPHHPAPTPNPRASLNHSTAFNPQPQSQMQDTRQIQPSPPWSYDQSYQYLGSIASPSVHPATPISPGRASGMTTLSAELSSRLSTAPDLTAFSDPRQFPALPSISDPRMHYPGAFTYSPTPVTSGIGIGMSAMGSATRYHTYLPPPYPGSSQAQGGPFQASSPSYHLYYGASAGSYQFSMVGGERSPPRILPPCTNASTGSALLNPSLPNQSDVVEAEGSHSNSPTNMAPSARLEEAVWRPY
Target sequence (Q13951 whole entry, looked up): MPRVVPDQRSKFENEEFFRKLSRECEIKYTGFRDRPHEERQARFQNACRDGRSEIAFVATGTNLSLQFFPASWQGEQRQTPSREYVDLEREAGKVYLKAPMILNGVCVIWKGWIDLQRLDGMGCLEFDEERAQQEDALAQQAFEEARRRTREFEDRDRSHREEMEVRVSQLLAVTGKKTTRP
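Interaction loss through any mechanism counts as activity. Pre-formed complex of His-CBF-beta and biotin-RUNX1 (30 nM apiece) is incubated with compound 15 min, then with 50 ng nickel and 50 ng streptavidin beads for 90 min before AlphaScreen detection.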
An asterisk follows results filed as active; ? = inconclusive; . = no result given; & = joins results of further samples; [ ] = remark or other dose. Unless noted, the call rests on the fitted dose curve; in most records, active means well fitted curve in the direction sought with a large enough effect; inconclusive means small, poorly fitted or top-dose-only effect, or another doubt; inactive means no such curve, though single readings can be large; an effect the other way counts as inactive or inconclusive. This is a subset. The share of hits here may be higher or lower than overall.

SMILES	LMNA splice mod	Epigenetic reg	IMPase Li cell	KinaseGlo FLuc	NPSR antag	HTT aggregate	CBFb RUNX1 block
CCCCCC(=O)NNC1=NCC(Cc2ccccc2)S1 (configuration not stated)	24%[9.22 µM]	9.4%	-11%	-2%	13%	-12%	8%
S=C(Nc1ccccc1)c1ccccn1	-3%	5.6µM*	39%[activator][38.3 µM]	-10%	4µM*	-10%[9.22 µM]	-11%&-23%
COC(=O)CCCC1=CC2=C(c3ccccc3)C(=O)C(C)(OC(=O)C3CCCC3)C(=O)C2=CN1c1ccccc1 (configuration not stated)	5%[9.22 µM]	4.1%	6%	-5%[7.66 µM]	-28%	-6%[9.22 µM]	7%[13.1 µM]
O=C(OCC(=O)N1CCc2ccccc21)c1cccc(S(=O)(=O)N2CCCc3ccccc32)c1	-9%	1.0%	1%	0%	-18%	-14%	3%
CCN(CC)CCNCc1cc(Cl)c(OCC(=O)Nc2ccccc2)c(OC)c1	8%[46 µM]	-1.4%	12%	2%	-11%	5%	0%
COCc1cc(=O)n2[nH]c(-c3ccc(C)cc3)cc2n1	-5%	-3.9%	36%[38.3 µM]	-2%	-7%[46.1 µM]	8%	-3%
CC(Sc1nnc2ccccn12)C(=O)Nc1ncc(Cl)cc1Cl (configuration not stated)	3%	0.9%	-8%[38.3 µM]	2%	4%[46.1 µM]	1%	3%
Cc1ccc(C)c(C(=O)Nc2cc(C)nn2-c2nc(C)cc(C)n2)c1	-6%[46 µM]	0.0%	17%	-4%	-58%	-18%	-4%
CC1CCCCN1C(=O)Nc1cccc(Cl)c1 (configuration not stated)	1%	-1.2%	24%[38.3 µM]	-5%	19%[46.1 µM]	17%	1%
Cc1ccc(C(=O)Nc2ncc(Cc3ccc(F)cc3)s2)o1	?	1.9%	3%[38.3 µM]	-9%	-23%[46.1 µM]	-18%	2%
CC1Cc2ccccc2N1CC(=O)Nc1ccc(S(N)(=O)=O)cc1 (configuration not stated)	.	3.2%	.	.	-4%	-17%[9.22 µM]	-16%
COc1ccc(Cl)c(NCCC(=O)O)c1	0%	0.8%	-2%	0%	3%[46.1 µM]	9%	-16%
CC(C)(C)c1ccc(C(=O)Nc2ccc(NC(=O)C(=O)O)cc2)o1	.	0.2%	7%	-3%	25%	5%[9.22 µM]	1%
C#CCNC(=O)C1=C[C@H](C2CCCCC2)[C@@H](CCCO)[C@H](OCC)O1	.	-4.5%	8%	.	5%	23%[9.22 µM]	12%
Cc1cc(C)n(S(=O)(=O)c2cc(C)c(C)cc2C)n1	-4%	0.0%	32%[activator][38.3 µM]	4%	-10%[46.1 µM]	-24%	8%
O=c1c2c3c(sc2ncn1/N=C/c1ccncc1)CCCC3	-6%[9.22 µM]	0.0%	2%	-2%	-34%	1%	8%
O=C(O)/C(=C1\OC(=O)c2ccccc21)c1ccccc1	-3%	-2.0%	3%	4%	-1%[46.1 µM]	-6%	0%
NC(=O)NC(Cc1ccccc1)c1ccccc1 (configuration not stated)	4%	-0.8%	-3%[38.3 µM]	13%	-2%[46.1 µM]	2%	0%
Cn1nnnc1CCOCCc1nnnn1C	-1%	-3.4%	.	.	13%[46.1 µM]	7%	1%
NC(=O)NCCN1CCN(c2ncc(C(F)(F)F)cc2Cl)CC1	-2%[46 µM]	-1.4%	0%	-4%	4%	-5%	4%
c1ccc(-c2noc(C34CC5CC(CC(C5)C3)C4)n2)cc1	-1%	1.0%	19%[38.3 µM]	18%	-11%[46.1 µM]	?	2%
NC(=O)C1CCN(C(=O)CN2CCN(c3cccc(C(F)(F)F)c3)CC2)CC1	3%	8.4%	-9%[38.3 µM]	-7%	9%[46.1 µM]	-4%	1%
Cc1ccc(C2C(C#N)=C(N)Oc3n[nH]c(C)c32)cc1 (configuration not stated)	0%	-0.9%	7%[38.3 µM]	2%	-4%[46.1 µM]	-2%	0%
COc1ccc(-c2csc(Nc3ccc(S(=O)(=O)Nc4cc(C)on4)cc3)n2)cc1	.	-2.2%	9%	-1%	-43%	?	-18%
O=C1c2ccccc2N2C(=O)c3ccccc3C2N1Cc1ccccc1 (configuration not stated)	.	-2.6%	.	.	-17%	4%[9.22 µM]	13%
CCOc1cc2[nH]c(=S)n(CCN3CCC(C)CC3)c(=O)c2cc1OCC	10%[0.0737 µM]	-0.1%	10%[38.3 µM]	-1%	7%[46.1 µM]	7%	1%
c1ccc(CCNc2nc3ccccc3s2)cc1	-29%	-1.3%	7%[38.3 µM]	0%	-5%[46.1 µM]	5%	3%
CN1C(=O)C2(c3ccccc31)c1c(oc3ccccc3c1=O)C(=O)N2CCO (configuration not stated)	.	0.0%	.	.	14%	16%[9.22 µM]	8%
CNC(=O)c1ccc(NC(=O)/C=C/c2cccc(F)c2)cc1	.	-1.3%	?	-2%	-9%	-17%	21%
CCCCCC1CC(/C(C)=N/NC(N)=O)OC1=O (configuration not stated)	5%	-6.0%	-6%[38.3 µM]	-3%	1%[46.1 µM]	3%	3%
CC(=O)c1ccc(NS(=O)(=O)c2ccc(CC(C)C)cc2)cc1	?	6.1%	15%[38.3 µM]	3%	-4%[46.1 µM]	-2%[9.22 µM]	-4%
O=C(NCc1ccccn1)Nc1ccc(Cl)c(Cl)c1	-9%	-1.0%	14%	-1%	10%	?	0%
COCCNC(=O)C(=O)c1cc(C)n(-c2ccc([N+](=O)[O-])cc2)c1C	-10%	-8.4%	1%	3%	-4%[46.1 µM]	-7%	3%
Cc1ccc(C(C)C)c(OCc2nn(CC(=O)c3ccc(OC(F)F)cc3)c3[n+]2CCCCC3)c1	.	3.6%	21%	0%	?	0%	-1%
CCCCN(C(=O)CSc1nncn1-c1ccccc1)c1c(N)n(Cc2ccccc2)c(=O)[nH]c1=O	-7%	-1.3%	-2%	-1%	7%	2%	-7%
Cc1ccc(S(=O)(=O)NNC(=O)C2CCN(S(=O)(=O)c3ccc(C)cc3)CC2)cc1	2%	2.2%	-1%[38.3 µM]	2%	-6%[46.1 µM]	-1%	-1%
COc1cccc(-n2cc(C(=O)O)c3ccccc3c2=O)c1	0%	0.2%	?	2%	-8%[46.1 µM]	8%	4%
CC(C)C(c1nnnn1CC1CCCO1)N1CCN(Cc2ccc3c(c2)OCO3)CC1 (configuration not stated)	4%	0.9%	18%[38.3 µM]	-3%	11%[46.1 µM]	-9%	2%
COc1ccccc1N1CCN(C(=O)CN(c2cc(C)cc(C)c2)S(C)(=O)=O)CC1	2%	-1.6%	.	.	-4%[46.1 µM]	4%	0%
Cc1onc(-c2ccccc2)c1C(=O)/C=C/N(C)C	.	-0.3%	.	.	-11%	-10%[9.22 µM]	1%
CC(C)OP(=O)(OC(C)C)C(Nc1ccccc1)c1cccc([N+](=O)[O-])c1 (configuration not stated)	.	1.0%	.	.	-44%	2%[9.22 µM]	0%
CC(C)CC1=NN2C(=N)/C(=C\c3coc4ccccc4c3=O)C(=O)N=C2S1	.	-4.5%	2%	0%	-55%	31%	-19%
COc1ccc(-c2cc(C(F)(F)F)nc(N3CCCCCC3)n2)cc1	-6%	-0.3%	-2%[38.3 µM]	-2%	-8%[46.1 µM]	1%	10%
O=C(NNC(=O)c1ccccc1[N+](=O)[O-])c1ccccn1	.	-3.5%	1%	2%	-13%	-3%[9.22 µM]	2%
COc1cccc([C@@H]2Oc3ccc(OC)cc3C[C@H]2OC(=O)N[C@H]2CCCc3ccccc32)c1	.	-1.1%	22%	-1%	.	.	-6%
CCN1CCN(c2nc(S(=O)(=O)c3ccc(C)cc3)c(Cl)s2)CC1	-17%[46 µM]	1.6%	32%[activator]	-2%	-26%	21%	-5%
CCn1nc(C(=O)Nc2cccc(C(F)(F)F)c2)c(Cl)c1Cl	?	11%	-10%[38.3 µM]	-7%	-8%[46.1 µM]	26%	8%
Cn1c(/C=C/c2ccccc2)nc2ccccc21	.	1.1%	0%	7.1µM*	58%	19%[9.22 µM]	27%
O=C(NC(=S)Nc1ccc(CN2CCOCC2)cc1)c1cc2ccccc2o1	7%[46 µM]	-0.1%	1%	1%	-1%	18%	4%
O=Cc1ccc(Oc2ccc(F)cc2)nc1	10%[9.22 µM]	-0.2%	-14%	5%	11%	1%	3%

The listing continues:
SMILES	LMNA splice mod	Epigenetic reg	IMPase Li cell	KinaseGlo FLuc	NPSR antag	HTT aggregate	CBFb RUNX1 block
Cc1ccsc1/C=N/Nc1nc2ccccc2[nH]1	-13%	0.0%	5%	-13%	-58%	-8%	-4%
C=C1CCN(C(C(=O)OC)C(C)C)S(=O)(=O)c2ccc(F)cc21 (configuration not stated)	.	0.0%	.	.	-5%	-3%[9.22 µM]	19%&7%
Cc1cc(C(=O)N/N=C/C=C/c2ccccc2[N+](=O)[O-])c(C)o1	?	-4.8%	5%	1%	-15%	-32%	18%
O=C(N/N=C/c1cc(Br)ccc1O)C(=O)Nc1ccccc1OC(F)(F)C(F)F	?	4.5%	-4%[38.3 µM]	-6%	?	8.9µM*	1%
O=[N+]([O-])c1cccc(-c2ncc3ccccn23)c1	27%[9.22 µM]	-1.4%	-7%	1%	-6%	2%	6%
O=C(C1CCN(S(=O)(=O)c2cccc3cccnc23)CC1)N1CCN(C2CCCC2)CC1	-4%	-1.1%	6%	3%	7%	15%	1%[2.36 µM]
COc1cccc([C@@H]2Oc3ccc(Br)cc3C(=O)[C@H]2OC(=O)N[C@H](C)C2CCCCC2)c1	.	3.3%	17%	0%	.	.	-4%
Cc1c(CCC(=O)O)c(=O)oc2cc3oc4c(c3cc12)CCCC4	.	0.1%	.	.	-15%	16%[9.22 µM]	7%
CCC(C)c1ccc(NC(=S)NCc2ccccn2)cc1 (configuration not stated)	?	-0.3%	1%	3%	-18%	-17%	-11%
Cc1c(/C=C/C(=O)c2ccccc2O)cnn1C	?	2.1%	1%	?	3%	-16%	4%
COc1ccc(CC(=O)NNc2ncnc3c2cnn3Cc2ccccc2)cc1OC	.	-7.0%	.	.	-25%	-15%[9.22 µM]	2%

Complete entries, quoted from the list. Order of screens: LMNA splice mod	Epigenetic reg	IMPase Li cell	KinaseGlo FLuc	NPSR antag	HTT aggregate	CBFb RUNX1 block
Cc1c(CCC(=O)O)c(=O)oc2cc3oc4c(c3cc12)CCCC4 across the screens: .	0.1%	.	.	-15%	16%[9.22 µM]	7%
Cc1cc(C(=O)N/N=C/C=C/c2ccccc2[N+](=O)[O-])c(C)o1 across the screens: ?	-4.8%	5%	1%	-15%	-32%	18%
